ANO1 activ: mouse TMEM16A channel activation, primary screen; Q8BHY3; HEK293 TMEM16A/YFP-H148Q/I152L, iodide quench fluorescence; hits give low values; B-score at 10 µM; 0.3% of 340,000 active;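 active = fluorescence-ratio B-score plate-corrected deviation score at least 3 library SD below zero, with starting fluorescence score within 5 deviations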;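 note: channel opened by trigger with iodide after compound preincubation; score built on the fluorescence ratio of max minus min over baseline; more negative score means more quench and so TMEM16A activation or potentiation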
MrgX1 ag: human MrgX1 receptor agonism, primary screen. MrgX1-HEK293 cells, Fluo-4 calcium fluorescence, agonist mode; hits give high values. B-score at 10 µM. Q96LB2. 0.44% of 310,000 active;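 active = calcium response B-score plate-corrected fluorescence ratio at least 3 library SD, with starting fluorescence B-score inside 5 SD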
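Assay system: MrgX1-expressing HEK293 cells / Amount: fifteen thousand cells per well / Doses: test compound in the initial addition of three / Timing: cells plated overnight, dye loaded 0.5 h 37 °C, 0.5 h room temperature / Technique: kinetic calcium dye fluorescence, Fluo-4 NW / Control set: positive and negative controls per plate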
KCNK3 block: human KCNK3 channel inhibition, primary screen. O14649. CHO-KCNK3 thallium flux, FluxOR fluorescence; hits give low values. B-score at 10 µM. 0.84% of 340,000 active;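 active = B-score under library mean minus 4 SD, starting fluorescence ratio at most library mean plus 5 SD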;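 note: more negative B-score means stronger inhibition of thallium flux through KCNK3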
TMEM16A inh: blocks the mouse calcium-activated chloride channel TMEM16A. normalized B-score (activity score, 25-100; higher = stronger inhibition) at 10 µM. Q8BHY3. 1.2% of 310,000 active. HEK293 TMEM16A/YFP iodide influx fluorescence, ionomycin;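 active = ratio plate-corrected score three or more library SD toward inhibition, starting fluorescence score within five deviations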;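 note: score derived from kinetic fluorescence span divided by baseline fluorescence per well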
MrgX1 PAM: human MrgX1 positive allosteric modulation, primary screen; Q96LB2; MrgX1-HEK293, Fluo-4 calcium flux, FDSS; hits give high values; B-score at 10 µM; 0.63% of 310,000 active; AID 588675;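 active = plate-corrected calcium response at least 3 library SD above typical, normal starting fluorescence, not activating the receptor alone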;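 note: compound read alongside a low EC10 to EC30 dose of BAM8-22 agonist; peak minus trough fluorescence over baseline measured at the second addition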
RGS4 block: inhibitors of human RGS4 | P49798 | HEK293 M3R/RGS4 inducible, Fluo-4 calcium flux; hits give high values; triggered by carbachol at its EC20 | B-score at 10 µM | 0.45% of 310,000 active;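 active = B-score, a plate-corrected calcium signal, over three deviations above library mean, with baseline fluorescence within five deviations of library mean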;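 note: RGS4 expression induced by doxycycline in cells with stable M3 receptor; B-score is computed from the integrated fluorescence ratio over baseline after carbachol; higher B-score means a larger calcium signal and so more RGS4 inhibition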
KCNK9 inh: human KCNK9 channel inhibition. Q9NPC2. HEK293 KCNK9, FluxOR thallium flux fluorescence; hits give low values. B-score at 10 µM. 1.2% of 310,000 active;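 active = ratio B-score over 3 SD below the library mean, with starting fluorescence within 5 SD of its mean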;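 note: negative B-score means less thallium flux so channel inhibition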
RGS4 pot: potentiators or activators of RGS4; HEK293 M3R/inducible RGS4, carbachol calcium flux Fluo4; hits give low values; 0.92% of 310,000 active; B-score at 10 µM;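 active = B-score of the integrated calcium signal more than 4 SD below the library mean, with starting fluorescence not abnormally high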;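 note: negative B-score means reduced calcium response which marks RGS4 activation or potentiation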
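System: HEK293 FlpIn-TREx cells, stable M3R, doxycycline-inducible RGS4. Timing: overnight RGS4 induction, 30 min dye load 37 °C, 20 min compound RT. Also added: carbachol, ECmax concentration. Measured by: Fluo4 fluorescence kinetic imaging of calcium. Evaluation: integrated calcium ratio converted to B score.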
hERG rescue: hERG (human) protection from proarrhythmic block; Q12809; CHO-hERG, FluxOR thallium flux, dofetilide IC70 present; 0.51% of 310,000 active; activation (rescue from dofetilide block), less the hit threshold, % at 10 µM; AID 1511;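 active = activation above the mean of controls blocked by dofetilide plus 5 SD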;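 note: thallium influx through hERG after potassium depolarization seen as dye fluorescence rise; in these data hits start at about 4.7%; inactives centre near -7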
Target sequence (Q12809 whole entry, looked up): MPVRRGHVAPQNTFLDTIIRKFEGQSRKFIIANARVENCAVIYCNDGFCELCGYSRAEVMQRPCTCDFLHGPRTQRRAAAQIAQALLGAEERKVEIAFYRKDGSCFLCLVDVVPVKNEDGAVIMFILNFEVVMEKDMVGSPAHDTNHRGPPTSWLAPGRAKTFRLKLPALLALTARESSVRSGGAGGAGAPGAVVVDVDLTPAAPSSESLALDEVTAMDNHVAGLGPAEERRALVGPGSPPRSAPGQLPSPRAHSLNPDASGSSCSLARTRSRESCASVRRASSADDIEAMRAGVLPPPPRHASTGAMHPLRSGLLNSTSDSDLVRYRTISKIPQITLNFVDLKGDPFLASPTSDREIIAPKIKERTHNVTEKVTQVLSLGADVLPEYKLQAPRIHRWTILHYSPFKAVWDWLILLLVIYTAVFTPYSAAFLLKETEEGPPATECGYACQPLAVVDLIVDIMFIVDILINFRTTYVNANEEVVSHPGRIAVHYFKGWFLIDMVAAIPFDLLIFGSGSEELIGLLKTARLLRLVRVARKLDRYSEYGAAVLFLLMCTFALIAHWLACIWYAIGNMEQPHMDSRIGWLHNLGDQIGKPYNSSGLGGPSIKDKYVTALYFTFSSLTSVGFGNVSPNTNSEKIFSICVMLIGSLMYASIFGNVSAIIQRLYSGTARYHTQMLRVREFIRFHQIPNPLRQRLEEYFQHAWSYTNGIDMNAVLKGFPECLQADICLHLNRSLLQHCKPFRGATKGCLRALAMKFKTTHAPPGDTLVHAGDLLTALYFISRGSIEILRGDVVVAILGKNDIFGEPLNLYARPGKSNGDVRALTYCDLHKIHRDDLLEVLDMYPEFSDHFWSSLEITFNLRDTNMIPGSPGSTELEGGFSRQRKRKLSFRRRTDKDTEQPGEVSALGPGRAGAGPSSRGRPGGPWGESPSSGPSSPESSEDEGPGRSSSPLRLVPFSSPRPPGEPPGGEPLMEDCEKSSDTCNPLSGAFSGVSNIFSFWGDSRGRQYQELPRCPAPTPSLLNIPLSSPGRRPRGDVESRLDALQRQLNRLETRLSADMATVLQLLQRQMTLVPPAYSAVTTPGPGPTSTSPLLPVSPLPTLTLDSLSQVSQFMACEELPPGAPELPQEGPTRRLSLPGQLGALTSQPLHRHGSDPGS
KCNQ1 act: potentiators or activators of human KCNQ1 potassium channel | AID 2648 | 0.35% of 310,000 active | CHO-K1 KCNQ1, thallium flux FluxOR fluorescence; hits give high values | B-score at 10 µM | P51787;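 active = fluorescence ratio B-score, a plate-corrected score, at least three library SD, with initial intensity B-score within 5 SD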
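Schedule – 37 °C overnight plating, 90-min dark dye load, 20-min compound pretreatment · System – stable KCNQ1 CHO-K1 line · Probe or stimulus – thallium- and potassium-containing depolarizing buffer · Measured by – kinetic FluxOR fluorescence, 10 s baseline plus 110 s post-stimulus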
KCNQ1 inh: human KCNQ1 channel inhibition. 1.3% of 310,000 active. B-score at 10 µM. CHO-K1 KCNQ1, FluxOR thallium flux fluorescence; hits give high values. P51787;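 active = compounds whose thallium flux B-score, printed positive for inhibition, exceeds three library SD while starting fluorescence stays within three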;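 note: channel opened by potassium depolarization with thallium stimulus after 20 min compound exposure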
Starred values were filed as active, the others as inactive; i = inactive; . = not tested or not shown.

SMILES | ANO1 activ | MrgX1 ag | KCNK3 block | TMEM16A inh | MrgX1 PAM | RGS4 block | KCNK9 inh | RGS4 pot | hERG rescue | KCNQ1 act | KCNQ1 inh
Fc1ccccc1Cc1ccc(Cl)nn1 | i | i | i | i | i | i | i | i | -3 | i | i
CCOC(=O)C(N)CSC1CC(=O)N(c2ccc(OC)cc2)C1=O (stereo not drawn) | i | i | i | i | i | i | i | i | -1 | i | i
CCCC12CN(C(=O)c3ccc(OC)cc3)CC(C)(CN(C(=O)c3ccc(OC)cc3)C1)C2=O | i | i | i | i | i | i | i | i | -5 | i | i
NS(=O)(=O)c1ccc(NS(=O)(=O)c2ccc(NC(=O)c3ccc(-c4ccccc4)cc3)cc2)cc1 | i | i | i | i | i | i | i | i | -10 | i | i
COc1cc2c(cc1OC)C(C(=O)NCc1ccco1)C(c1cccs1)N(C)C2=O (stereo not drawn) | i | i | i | i | i | i | i | i | -3 | i | i
CC(C(=O)OCC(=O)Nc1ccc(S(=O)(=O)N2CCCCC2)cc1)N1C(=O)c2ccccc2C1=O (stereo not drawn) | i | i | i | i | i | i | i | i | -3 | i | i
Cc1ccc2cc3c(NS(=O)(=O)c4cccc5nonc45)nn(CC(C)C)c3nc2c1 | i | i | i | i | i | i | i | i | -9 | i | i
C=CCNC(=O)COC(=O)c1ccc(Cl)c(S(N)(=O)=O)c1 | -29* | i | i | i | i | i | i | i | -4 | i | i
CCCCn1c(N)c(N(CC(C)C)C(=O)CCNC(=O)c2ccc(Cl)cc2)c(=O)[nH]c1=O | i | i | i | i | i | i | i | i | -9 | i | i
O=C(c1cccc(S(=O)(=O)N2CCN(c3ccc(F)cc3)CC2)c1)N1CCCC(C(F)(F)F)C1 (stereo not drawn) | i | i | i | 25* | i | i | i | i | -14 | i | 6*
COc1ccc(-n2nc(C(=O)NCC(=O)NCCCN3CC(C)CC(C)C3)c3ccccc3c2=O)cc1OC (stereo not drawn) | i | i | i | i | i | i | i | i | -11 | i | i
O=C(COc1ccc([N+](=O)[O-])cc1)Nc1ccc(CN2CCOCC2)cc1 | i | i | i | i | i | i | i | i | -5 | i | i
COc1ccc(CNc2nccs2)cc1OC | i | i | i | i | i | i | i | i | -9 | i | i
COc1ccccc1-n1cc(C(=O)NCC(=O)N2CCN(c3ccccc3)CC2)c2ccccc2c1=O | i | i | i | i | i | i | i | i | -11 | i | i
CC1CN(C(=O)CS(=O)(=O)Cc2ccc(Cl)cc2)CC(C)O1 (stereo not drawn) | i | i | i | i | i | i | i | i | -7 | i | i
Cc1cccc(Nc2ncc3c(n2)CC(c2ccco2)CC3=O)c1 (stereo not drawn) | i | i | i | i | i | i | i | i | -4 | i | i
CC1CC(C)(C)CC2(C1)NC(=S)N(c1ccccc1)N2 (stereo not drawn) | i | i | i | i | i | . | . | . | . | . | .
O=C(Cn1cnc2c(oc3ccccc32)c1=O)NCCc1ccccc1 | i | i | i | i | i | i | i | i | -6 | i | i
CCn1c(C)nnc1SCC(=O)Nc1nccs1 | i | i | i | i | i | i | i | i | -5 | i | i
COc1ccc(C(=O)COC(=O)c2cc(S(=O)(=O)NCc3ccccc3)ccc2O)cc1 | i | 26* | i | i | i | i | i | i | -17 | i | i
CS(=O)(=O)Nc1ccc(C(=O)NC2CCCCC2)cc1 | i | i | i | i | i | i | i | i | 0 | i | i
CCOc1ccc(C(C(=O)NCC2CCCO2)N(C(=O)c2snc(C(N)=O)c2N)c2cccc(F)c2)cc1 (stereo not drawn) | i | i | i | i | i | i | i | i | -5 | i | i
CC(C)(C)N(Cc1ccccc1)C(=O)CSc1nc2ccccc2c(=O)[nH]1 | i | i | i | i | i | i | i | i | -5 | i | i
Cn1c(=O)oc2cc(S(=O)(=O)NCCN3CCc4ccccc4C3)ccc21 | i | i | i | i | i | i | i | i | -9 | i | i
CCCS(=O)(=O)c1nc(S(=O)(=O)c2ccc(C)cc2)c(N2CCC(O)CC2)s1 | i | i | i | i | i | i | i | i | -6 | i | i
Cc1ccccc1N1CCN(C2CCCN(C(=O)CCN3CCCCC3=O)C2)CC1 (stereo not drawn) | i | i | i | i | i | i | i | i | -3 | i | i
C=CCOc1ccc(CNc2nn[nH]n2)cc1 | i | i | i | i | i | i | i | i | -3 | i | i
Cc1cccnc1NC(=O)c1ccc(S(=O)(=O)N2CC(C)OC(C)C2)cc1 (stereo not drawn) | i | i | i | i | i | i | i | i | -6 | i | i
CC(C)NC(=O)C1CCN(C2CCN(C(=O)c3ccc4cccc(F)c4n3)CC2)CC1 | i | i | i | i | i | i | i | i | -4 | i | i
Cc1ccccc1NC(=O)c1ccc(F)c(S(=O)(=O)N2CCCCC2)c1 | i | i | i | i | i | i | i | i | -13 | i | i
CCn1nc(CCC(=O)O)c2ccccc2c1=O | i | i | i | i | i | i | i | i | -8 | i | i
COc1ccccc1Nc1cc2cc(Br)ccc2c(=O)[nH]1 | i | i | i | i | i | i | i | i | -3 | i | i
COc1cccc(-n2c(SCC(N)=O)nc3c([nH]c4ccccc43)c2=O)c1 | i | i | i | i | i | i | i | i | -11 | i | i
CC1(C)CC(=O)C2=C(C1)N(Cc1ccco1)C(=O)NC2(C(F)(F)F)C(F)(F)F | i | i | i | i | i | i | i | i | -6 | i | i
COC(=O)c1nc2n(n1)C(c1cc(OC)ccc1OC)C(C(=O)OC1CCCCC1)=C(C)N2 (stereo not drawn) | i | i | i | i | i | i | i | i | -11 | i | i
COc1ccccc1CCNC(=O)CN1C(=O)c2ccccc2S1(=O)=O | i | i | i | i | i | i | i | i | -12 | i | i
CCS(=O)(=O)c1ccc2oc(Nc3ccc(OC)cc3)nc2c1 | i | i | i | i | i | i | i | i | -10 | i | i
O=C(NCC(c1cccnc1)N1CCN(c2ccc(F)cc2)CC1)c1ccc2c(c1)OCO2 (stereo not drawn) | i | i | i | i | i | i | i | i | -13 | i | i
CCOC(=O)N1CCN(C(=O)c2ccc(NS(=O)(=O)c3ccc4[nH]c(=O)[nH]c4c3)cc2)CC1 | i | i | i | i | i | i | i | i | -13 | i | i
CCC(C(=O)NCC1CCCO1)N(C(=O)CNS(=O)(=O)c1ccccc1)c1ccc(F)cc1 (stereo not drawn) | i | i | i | i | i | i | i | i | -7 | i | i
Cc1ccc(S(=O)(=O)NCCNC(=O)c2ccc(C)nc2)cc1 | i | i | i | i | i | i | i | i | -8 | i | i
O=C1C=C(Nc2ccc(Cl)cc2)CC(c2ccccc2)C1 (stereo not drawn) | i | i | i | i | i | i | i | i | -6 | i | i
CCCCNC(=O)CSc1nnc(Cc2ccccc2)n1CC1CCCO1 (stereo not drawn) | i | i | i | i | i | i | i | i | -3 | i | i
Cc1cccc(OCc2nnc(SCC(=O)N3CCCCC3)o2)c1 | i | i | i | i | i | i | i | i | -7 | i | i
O=C(NCCSCc1ccc(Cl)cc1)c1cccs1 | i | i | i | i | i | i | i | i | -8 | i | i
CC1=C(OC(=O)C(C)(C)C)C(C)(C)C(c2ccccc2)OC1=O (stereo not drawn) | i | i | i | i | i | i | i | i | -12 | i | i
Cc1cc(C)n2c(Nc3ccc4c(c3)OCCO4)c(-c3ccc(C)o3)nc2n1 | i | i | i | i | i | i | i | i | -11 | i | i
CN(C)CCNC(=O)c1cccc(NS(=O)(=O)c2ccc(Cl)c(Cl)c2)c1 | i | i | i | i | i | i | i | i | -11 | i | i
O=C(COC(=O)c1cc(NS(=O)(=O)c2cccs2)ccc1O)Nc1ccccc1 | i | i | i | i | i | i | i | i | -8 | i | i
CC(C)c1c(O)nc(SCCN2CCOCC2)[nH]c1=O | i | i | i | i | i | i | i | i | -2 | i | i
O=c1c2c(ncn1CCO)nc1n2CCC1 | i | i | i | i | i | i | i | i | -8 | i | i
CCN1C(=O)N(S(=O)(=O)C(F)(F)F)[C@@H](c2ccccc2)C(C(=O)OC)=C1C | i | i | i | i | i | i | i | i | -14 | i | i
CC(=O)OC1=C(O)C(=O)c2ccccc2C1=O | . | i | . | i | i | i | i | i | -4 | i | i
CCN(CC1COc2ccccc2O1)S(=O)(=O)c1ccc(C)cc1 (stereo not drawn) | i | i | i | i | i | i | i | i | -12 | i | i
O=C(COC(=O)c1ccc(CNS(=O)(=O)c2ccc(F)c(Cl)c2)cc1)NCC1CCCCC1 | i | i | i | i | i | i | i | i | -8 | i | i
Cc1c(Cl)cccc1NC(=O)CSc1nccn1C | i | i | i | i | i | i | i | i | -7 | i | i
CCc1nnc(NC(=O)CSc2nnc3c(n2)[nH]c2ccccc23)s1 | i | i | i | i | i | i | i | i | -8 | i | i
O=C(Nc1ccc(OC(=O)c2ccco2)cc1)c1ccco1 | i | i | i | i | i | i | i | i | -13 | i | i
Cc1[nH]ccc(=O)c1OCc1c(F)cccc1Cl | i | i | i | i | i | i | i | i | -4 | i | i
COc1ccc(C2/C(=C(\O)c3ccc4c(c3)CC(C)O4)C(=O)C(=O)N2Cc2cccnc2)c(OC)c1 (stereo not drawn) | i | i | i | i | i | i | i | i | -8 | i | i
Carrying on:
SMILES | ANO1 activ | MrgX1 ag | KCNK3 block | TMEM16A inh | MrgX1 PAM | RGS4 block | KCNK9 inh | RGS4 pot | hERG rescue | KCNQ1 act | KCNQ1 inh
CN(C)C(=O)CSc1nnc(Cc2ccccc2)n1CC1CCCO1 (stereo not drawn) | i | i | i | i | i | i | i | i | -12 | i | i
O=C(Nc1ccc(Cl)cc1Cl)c1cccc(N2C(=O)C=CC2=O)c1 | i | i | i | i | i | i | i | i | -9 | i | i
Cc1ccc(OCc2nc3c4c(ncn3n2)-c2ccccc2CC42CCCC2)cc1 | i | i | i | i | i | i | i | i | -5 | i | i
CN(C)C(=O)N1CCC(C(=O)NCc2ccc3c(c2)OCO3)CC1 | i | i | i | i | i | i | i | i | -14 | i | i
COc1c2c(nc3ccccc13)OC(C(C)(O)COC(C)=O)C2 (stereo not drawn) | i | i | i | i | i | i | i | i | -5 | i | i

Source: PubChem BioAssay
